From PubChem BioAssay
mcGAS lum – mouse cGAS inhibition by luminescence; Q8C6L5; recombinant cGAS, Kinase-Glo ATP depletion luminescence; inhibition, % at 12.5 µM; actives 0.15% (n = 160,000); AID 1259399;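 also: 0% = negative control wells and 100% = reference inhibitor with no enzyme activity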
hcGAS inh – blocks human cGAS activity; Q8N884; recombinant h-cGAS, ATP depletion, Kinase-Glo luminescence; inhibition, % at 12.5 µM; actives 0.081% (n = 290,000); AID 1259398;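 also: 0% = vehicle reaction and 100% = reaction without DNA for no activity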
Target sequence (Q8N884 whole entry, looked up): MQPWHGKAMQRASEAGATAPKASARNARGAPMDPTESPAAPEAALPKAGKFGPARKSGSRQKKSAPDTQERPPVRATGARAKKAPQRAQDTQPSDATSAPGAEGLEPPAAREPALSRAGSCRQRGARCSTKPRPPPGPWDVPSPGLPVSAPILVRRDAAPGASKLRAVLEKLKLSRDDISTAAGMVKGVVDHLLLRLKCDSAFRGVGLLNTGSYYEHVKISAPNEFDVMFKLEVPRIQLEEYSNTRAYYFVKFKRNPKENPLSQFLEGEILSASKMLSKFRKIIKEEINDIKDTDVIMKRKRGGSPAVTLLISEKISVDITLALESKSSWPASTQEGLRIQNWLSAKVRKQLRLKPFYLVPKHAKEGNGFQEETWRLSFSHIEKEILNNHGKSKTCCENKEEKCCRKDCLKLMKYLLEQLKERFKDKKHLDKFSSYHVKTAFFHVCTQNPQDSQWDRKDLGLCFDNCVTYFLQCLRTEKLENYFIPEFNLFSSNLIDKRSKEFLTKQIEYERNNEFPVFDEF
NPYLR7 agonist – mosquito NPYLR7 agonism | AID 1259423 | activation, % at 10 µM | HEK293T NPYLR7/Galpha15, GCaMP6s calcium fluorescence | actives 0.15% (n = 270,000); in the data active = activation above about 40%;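 also: 0% = vehicle and 100% = reference agonist at the receptor; some compounds past the cut are filed as inactive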
The depositor's hits bear a star; . = not tested or not shown; & = joins results of further samples. Rule as the data show it, unless noted: active = inhibition above about 40%; inactive = the rest.

Sample of the layout:
No.	molecule	mcGAS lum	hcGAS inh	NPYLR7 agonist
1	Cc1nc(CN2C(=O)C(C)(C)ON=C2c2cccc(F)c2)cs1	.	-1	3
2	CCOCCn1ccc2c(NC(=O)c3ccc(Cl)c(Cl)c3)c(OC(=O)N(CC)CC)ccc21	-6	-6	-2

The listing, previewed entries included:
No.	molecule	mcGAS lum	hcGAS inh	NPYLR7 agonist
1	Cc1nc(CN2C(=O)C(C)(C)ON=C2c2cccc(F)c2)cs1	.	-1	3
2	CCOCCn1ccc2c(NC(=O)c3ccc(Cl)c(Cl)c3)c(OC(=O)N(CC)CC)ccc21	-6	-6	-2
3	Cc1cc(C)cc(CC(=O)N2CCC2(C)C(=O)NS(=O)(=O)c2c(C)noc2C)c1 (stereo unspecified)	.	-9	2
4	c1ccc(CCNc2cc(-c3ccc4ccccc4c3)nc3ccnn23)nc1	-1	-1	-5
5	Cc1ccc(CNC(=O)CCC(=O)Nc2nnc(C3CC3)o2)cc1	.	4	-2
6	Cc1cccn2c(=O)c(C=C3SC(=S)N(CC4CCCO4)C3=O)c(NCC3CCCO3)nc12 (stereo unspecified)	-8	-4	3
7	CCCC(Sc1nnc(-c2ccccc2F)n1-c1ccccc1C)C(=O)OCC (stereo unspecified)	-1	0	-10
8	CC(C(=O)N1CCN(C)C2(CCN(C)CC2)C1)n1cnc2ccccc21 (stereo unspecified)	.	4	5
9	O=C(Cc1ccccc1)NCc1nnc(SCC(=O)N2CCc3ccccc32)n1-c1ccc(Br)cc1	.	-7	-7
10	O[C@@H]1CN(c2nnnn2-c2ccccc2)CC[C@H]1c1ccc2c(c1)OCO2	.	-1	0
11	COc1ccc(CCNC(=O)c2ccccc2N2CCC(NC(=O)c3cccc(Br)c3)CC2)cc1	-5	-5	22
12	Cc1ccc(S(=O)(=O)N2CCN(C(=O)c3cc(C)[nH]n3)CC2)c(C)c1	.	-8	0
13	CC1OC(Nc2ccc(Cl)cc2)C(O)C(O)C1O (stereo unspecified)	0	6	-3
14	O=C(O)CCn1c(SCCc2ccccc2)nc2ccccc21	-4	-4	1
15	CC(C)C1CC(CCN2C(=O)CCC2=O)(c2ccccc2)CCO1 (stereo unspecified)	.	-7	-2

Continued.
No.	molecule	mcGAS lum	hcGAS inh	NPYLR7 agonist
16	COC(=O)Cn1c(=NC(=O)CCCS(=O)(=O)Cc2ccccc2)sc2cc(F)cc(F)c21	-8	-8	-7
17	Cc1ccc(-n2c(=O)c3ccccc3n(CC(=O)N3CCCC3)c2=O)cc1Cl	-3	-3	-3
18	CN1CCN(c2nc3c(c(=O)[nH]c(=O)n3C)n2Cc2cccc(Cl)c2)CC1	-7	1	2
19	CCOc1ccc(N2C(=O)CSC2c2cccc(Br)c2)cc1 (stereo unspecified)	.	-4	-6
20	Cc1ccc(CNc2oc(-c3ccc(S(=O)(=O)N4CCCC(C)C4)cc3)nc2C#N)cc1 (stereo unspecified)	-7	-5	-3
21	CC1(C(=O)NS(=O)(=O)c2ccc(Cl)cc2)CCN1C(=O)CCc1ccc(Cl)cc1Cl (stereo unspecified)	.	5	5
22	Nc1ncc(Cc2ccc(F)cc2)s1	.	-7	17
23	Cc1cc(OCC(=O)NNC(=O)C(C)(C)C)cc(C)c1Cl	.	-1	-2
24	Cc1ccc(NCN2C(=O)/C(=C\c3ccccc3)SC2=S)cc1	.	12	2
25	Cc1c(S(=O)(=O)CCNC(=O)NCc2ccccc2)c2ccccc2n1Cc1ccccc1	.	-1	2
26	Cc1ccn(CC(=O)N2CCCC(CO)(CC3CC3)C2)n1 (stereo unspecified)	-7	-13	.
27	Cc1c(C(=O)N2CCCC2)cc(-c2ccc(Cl)cc2)n1-c1cccc(F)c1	1	3	5
28	CC(NC1CC(C)(C)CC(C)(C)C1)c1nncn1C(C)C (stereo unspecified)	.	-4	7
29	COC(=O)c1cccc(NC(=O)N2CCN(CCCOC(c3ccc(Cl)cc3)c3ccc(Cl)cc3)CC2)c1	-7	-5	3
30	CCOc1ccc(C(=O)CCC(=O)N2CCn3cncc3C2)cc1C	.	-6	7

More entries:
No.	molecule	mcGAS lum	hcGAS inh	NPYLR7 agonist
31	CNc1cnc(-c2ccc(N3CCN(C)CC3)cc2)cn1	.	-20	3
32	CN(CC1COc2ccccc2O1)C(=O)Nc1n[nH]c(-c2ccco2)n1 (stereo unspecified)	.	-4	-2
33	CC1OCC23CC[C@@]4(C)CCC(C)(C)C[C@H]4[C@]2(C)CCC12C3CC[C@@]1(C)C2C(=O)CC(=O)[C@@H]1C (stereo partly specified)	-4	-4	4
34	CCCCSc1nc2c(c(=O)[nH]1)C(c1cccc(F)c1)C(C(=O)OC)C(C)=N2 (stereo unspecified)	.	-5	0
35	Cc1c(C(=O)NCC(F)(F)F)sc(=O)n1Cc1ccc(-c2ccccc2)cc1	.	-6	6
36	Cc1ccccc1C=C1N=C(c2cccc(OC(F)F)c2)OC1=O	-5	-2	-1
37	Cc1cccc(C)c1OCCCN(C)C(=O)c1ccc2[nH]c(=O)c(=O)[nH]c2c1	-15	-5	-4
38	COc1cc(-c2nc3ccc(Br)cn3c2NC2CCCCC2)ccc1OC(=O)c1ccc(C)c([N+](=O)[O-])c1	-4	-15	-2
39	c1ccc(CCNc2nc(-c3ccccc3)cs2)cc1	.	-1	-21
40	COCCNC(=O)Cn1cc(OC)c(=O)cc1CN1CCC(C)CC1	-2	-4	3
41	COc1ccc(-n2c3c(c(=O)[nH]c2=O)C(NC(=O)CCc2ccccc2)(C(F)(F)F)C(=O)N3)cc1 (stereo unspecified)	.	-1	-10
42	CC(C)n1cc(C(=O)N2CCN(Cc3ccccc3)CC2)c2nn(-c3ccccc3)c(=O)c-2c1	-5	-1	-6
43	CCOC(=O)C(N=Nc1ccc(Cl)cc1Cl)=C(C)O	-7	-6	-5
44	CCCC(O)CN1CC(C)(C)CN(C(=O)CCc2ccccc2)CC1=O (stereo unspecified)	-4	-9	9
45	CCOC(=O)c1[nH]c2ccc(OC)cc2c1NC(=S)N1CCC(C(=O)OCC)CC1	-6	-4	-8

Next section.
No.	molecule	mcGAS lum	hcGAS inh	NPYLR7 agonist
46	Cc1ccc(N2CCN(Cc3ccccc3C)C(C)C2=O)cc1Cl (stereo unspecified)	-5	-7	6
47	COc1ccc(NC(=O)Cn2cc(OC)c(=O)cc2CSc2ccc(C)cc2)cc1	-8	-10	-2
48	CCOCC(=O)NCc1ccc2c(c1)cc(C)n2C	-8	-8	6
49	COCCN1C(=S)NC(c2cccc(C#N)c2)C(C(=O)Nc2cc(C)on2)=C1C (stereo unspecified)	-21	-11	2
50	CC1c2ccccc2OC1C(=O)NS(=O)(=O)/C=C/c1ccccc1 (stereo unspecified)	.	-5	2
51	O=[N+]([O-])c1ccc(C=Nn2cnn(Cc3ccccc3Cl)c2=S)o1	.	-5	17
52	CCOC(=O)C1CCN(C(=O)c2coc(CN(Cc3ccc(F)cc3)Cc3cccc(Cl)c3)n2)CC1	-3	-1	.
53	Cc1ccc(Cl)c2sc(N(Cc3cccnc3)C(=O)c3ccnn3C)nc12	-8	-6	.
54	COCCN(Cc1cn(C)nc1-c1cccc(Cl)c1)C(C)C	-5	-8&-6	5&0
55	CN(C1CCCCC1)S(=O)(=O)c1ccc(S(=O)(=O)N2CCCC2)cc1	.	-3	2
56	CCN(CCCNC(=O)Cc1c(C)nc2nc(N)nn2c1C)c1ccccc1	.	2	-6
57	Cc1csc2nc(=O)c3cnc4c(F)cccc4c3n12	-6	-2	-2
58	CNC(=O)[C@@H]1[C@H]2CN(C(=O)c3cccs3)CCN2C[C@H]1c1ccccc1	-7	1	1
59	CCc1nnsc1C(=O)NC(c1ccncc1)c1ccc(C)cc1 (stereo unspecified)	.	-3	0
60	O=C(Cn1nc2n(c1=O)CCCCC2)Nc1cccc(C(F)(F)F)c1	.	-17	1

Whole records as entered above. Screens in order: mcGAS lum	hcGAS inh	NPYLR7 agonist
Cc1csc2nc(=O)c3cnc4c(F)cccc4c3n12 across the screens: -6	-2	-2
CCOCC(=O)NCc1ccc2c(c1)cc(C)n2C across the screens: -8	-8	6
COCCN(Cc1cn(C)nc1-c1cccc(Cl)c1)C(C)C across the screens: -5	-8&-6	5&0
CNC(=O)[C@@H]1[C@H]2CN(C(=O)c3cccs3)CCN2C[C@H]1c1ccccc1 across the screens: -7	1	1

New compounds follow:
No.	molecule	mcGAS lum	hcGAS inh	NPYLR7 agonist
61	CC(=O)SC[C@@H](C)C(=O)N1CCCC1C(=O)NCc1ccccc1Sc1ccccc1CO (stereo partly specified)	-4	-5	25
62	CCN1C(=O)c2cccc3c(S(=O)(=O)N4CCN(CCO)CC4)ccc1c23	.	-3	-3
63	O=C(Nc1cccc(-c2cc3ccccc3[nH]2)c1)C1CCCN(CCCn2cccn2)C1 (stereo unspecified)	.	-7	10
64	COc1ccc(CCNC(=O)c2cc(=O)c(OCc3ccccc3)cn2C)cc1OC	.	-17	-1
65	O=C(c1csc(CSc2nnc(-c3ccco3)n2-c2ccccc2)n1)N1CCN(c2ccc([N+](=O)[O-])cc2)CC1	-5	-2	15
66	O=C(NCC1CC2C=CC1C2)C1CCC(Cn2cnnn2)CC1 (stereo unspecified)	-4	3	.
67	O=[N+]([O-])c1ccc(C=NNc2ccc(Cl)cc2)o1	-4	-14	4
68	COc1cc2c(cc1OC)C1CN(C(=O)Nc3cccc(C#N)c3)CC(=O)N1CC2 (stereo unspecified)	-7	-6	7
69	CN(Cc1ccccc1)Cc1nc2c(c(=O)n(C)c(=O)n2C)n1Cc1ccc(Cl)c(Cl)c1	.	-4	-1
70	O[C@@H]1[C@@H](O)C=C2CCN3Cc4cc5c(cc4[C@H]1C23)OCO5 (stereo partly specified)	-4	-10	-3
71	COc1ccc(NC(=O)CCN2C(=O)c3ccccc3C2=O)cc1	3	7	-5
72	COc1cc(C=NN2CCN(c3ccccc3)CC2)cc(Br)c1O	-5	-4	-7
73	CC(C)c1csc(CN2CCCC(N(C)CCc3ccccn3)C2)n1 (stereo unspecified)	0	4	2
74	CCCn1nc(C)c(CNC(=O)c2cnc3ccccc3c2)c1C	-9	-5	.
75	Cc1cc(Cn2ccnc2-c2cccc3nonc23)on1	-10	-8	.

(listing goes on)
No.	molecule	mcGAS lum	hcGAS inh	NPYLR7 agonist
76	NC(=O)C1(c2ccccc2)CCN(C(=O)/C=C/c2ccncc2)CC1	-14	-3	1
77	CN(C)CCCN(C(=O)c1cccs1)c1nc2ccc(Cl)cc2s1	-2	-2	0
78	Cc1nccc(-c2ccccc2)c1C(=O)N1CCOC(C(F)(F)F)C1 (stereo unspecified)	.	-6	-4
79	O=c1oc2cc(O)ccc2s1	.	0	-12
80	CCOC(=O)C1CCCN(C(=O)c2c(C)c(CC)c(C)n2Cc2cccc(OC)c2)C1 (stereo unspecified)	-6	-7	16
81	O=C(NCC1CCCCC1)N1CCSc2nnc(COc3ccc(Cl)cc3)n21	-4	-6	.
82	O=C(CCc1cccs1)Nc1ccccc1N1CCCC1	.	-5	3
83	CSc1nnc(SCC(=O)NCc2ccc(N(C)C)cc2)s1	.	-12	13
84	CCCCNC(=O)c1cc2nc(-c3ccc(OCC)cc3)cc(C)n2n1	1	0	3
85	N#Cc1nc(-c2ccc(S(=O)(=O)N3CCCCC3)cc2)oc1NCc1cccnc1	-8	-3	-3
86	CCCc1cc(C(=O)N2CCCC3(CC2)CNC(=O)O3)ccn1 (stereo unspecified)	.	-3	5
87	CNC(=O)Nc1cn(C)c2ccccc12	-12	-12	2
88	O=S(=O)(NC1CCC(C(F)(F)F)CC1)c1ccccc1 (stereo unspecified)	-6	-5	4
89	Cc1ccc(C)c(OCCCN(C)C(=O)c2cn3c(n2)CNCC3)c1	.	-5	4
90	CCN(C(=O)c1cc(-c2cnc(N)nc2)nc2c(C)cccc12)C1CCCCC1	-13	-6	-4

(next part)
No.	molecule	mcGAS lum	hcGAS inh	NPYLR7 agonist
91	CCn1c(C)cc(C(=O)CSc2nnc(C3CC3)n2C2CC2)c1C	.	0	8
92	CCc1cccc(N2C(=O)CSC2c2ccc(NC(=O)C3CC3)cc2)c1 (stereo unspecified)	-6	-4	26
93	CN(C(=O)C1CCCN1C(=O)c1cc(Cl)cc(Cl)c1)C1CCS(=O)(=O)C1 (stereo unspecified)	.	-3	5
94	Fc1ccc(/C=C/CN2CCCC(OCc3cccnc3)C2)cc1 (stereo unspecified)	.	1	4
95	CC(C)(Oc1ccc(Cl)cc1)C(=O)OCc1cccnc1	.	1	-23
96	CCCOc1nc(-c2ccc(OC)cc2)n(-c2cccc(NC(=O)c3cccs3)c2)n1	-8	-3	14
97	CC(C)C1=C2CCCCC2NC(=O)N1 (stereo unspecified)	.	-4	11
98	COc1cccc(-n2nnc(C(=O)Nc3nccs3)c2C)c1	-6	-2	0
99	Cc1ccc(NC(=O)CSc2nc(CC(=O)NCCC3=CCCCC3)cs2)cc1	-7	-3	.
100	CCOC(=O)C1=C(O)/C(=C\c2ccc(O)c(C)c2)SC1=Nc1cccc(C(F)(F)F)c1	-4	-3	3
101	O=[N+]([O-])c1ccc(N=Nc2c(O)[nH]c3c(I)cccc23)cc1	.	-4	-1
102	CC(C)NC(=O)c1sc(N2CCCC2)nc1Cl	.	-4	1
103	CCOc1c(C)cnc2c1c(=O)n(CC(=O)NCCOC)c(=O)n2C	.	12	-5
104	O=C(CSCCOc1ccc(Cl)cc1)NC1CCCc2ccccc21 (stereo unspecified)	-10	-1	-9
105	COc1cc(Cl)c(S(=O)(=O)n2ccnc2C(C)C)cc1Cl	.	1	-2
106	Cc1cc2oc(=O)c(C)c(C)c2c2c1CC(C)O2 (stereo unspecified)	.	3	3
107	CC(C)Nc1nnc(SCC(=O)Nc2cccc3c2C(=O)c2ccccc2C3=O)s1	-3	-3	-1
108	O[C@@H]1C[C@H]2CN(Cc3cc(Cl)ccc3C(F)(F)F)C[C@H]2C[C@@H]1O	-16	-6	17
